# Screening data: PubChem BioAssay, several laboratories
# ANO1 activ – activates or potentiates the mouse TMEM16A chloride channel | Q8BHY3 | HEK293 TMEM16A/YFP-H148Q/I152L, iodide quench fluorescence; stronger effect = lower value | B-score at 10 µM | 340,000 tested, 0.3% active | AID 623877;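 active = fluorescence-ratio B-score plate-corrected deviation score at least 3 library SD below zero, with starting fluorescence score within 5 deviations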;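 also: channel opened by trigger with iodide after compound preincubation; score built on the fluorescence ratio of max minus min over baseline; more negative score means more quench and so TMEM16A activation or potentiation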
# TRPC4 PAM – TRPC4 (mouse) allosteric potentiation; HEK293 TRPC4beta/mu-opioid, DAMGO EC20, Fluo-4 Ca2+ flux; stronger effect = higher value; B-score at 10 µM; 310,000 tested, 0.42% active; Q9QUQ5;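 active = B-score of calcium response area above 5 SD of library B-scores, with initial fluorescence ratio within 5 SD of library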;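 also: B-score of integrated fluorescence ratio over time as area under calcium response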
# TRPC4 act – TRPC4 (mouse) channel activation | Q9QUQ5 | HEK293 TRPC4beta/mu-opioid, Fluo4 calcium fluorescence; stronger effect = higher value | B-score at 10 µM | 310,000 tested, 0.49% active | AID 2237;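 active = B-score above 5 SD of library B-scores, and initial fluorescence ratio not above library mean plus 5 SD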;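 also: positive B-score marks a calcium rise read as TRPC4 activation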
#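 Assay system: HEK293 stable line with TRPC4beta plus mu-opioid receptor. Times: dye 45 min RT, read 110 s. Measured by: kinetic Fluo4 calcium fluorescence. Measure: B score of integrated ratio. Controls: assay buffer as low control, maximal DAMGO as high control.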
# MrgX1 PAM – allosterically activates human MrgX1 receptor signaling; Q96LB2; MrgX1-HEK293, Fluo-4 calcium flux, FDSS; stronger effect = higher value; B-score at 10 µM; 310,000 tested, 0.63% active; AID 588675;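 active = plate-corrected calcium response at least 3 library SD above typical, normal starting fluorescence, not activating the receptor alone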;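 also: compound read alongside a low EC10 to EC30 dose of BAM8-22 agonist; peak minus trough fluorescence over baseline measured at the second addition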
# Target sequence (Q96LB2 whole entry, looked up): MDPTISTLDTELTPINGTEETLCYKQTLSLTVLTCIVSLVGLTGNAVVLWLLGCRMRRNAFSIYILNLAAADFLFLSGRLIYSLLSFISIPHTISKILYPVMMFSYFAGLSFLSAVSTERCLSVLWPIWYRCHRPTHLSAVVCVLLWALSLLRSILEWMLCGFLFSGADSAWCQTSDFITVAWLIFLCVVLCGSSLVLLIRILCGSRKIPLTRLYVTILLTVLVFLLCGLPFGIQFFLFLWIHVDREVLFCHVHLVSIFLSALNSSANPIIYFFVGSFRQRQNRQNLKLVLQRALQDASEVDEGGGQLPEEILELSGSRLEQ
# MrgX1 ag – activates human MrgX1 receptor signaling. MrgX1-HEK293 cells, Fluo-4 calcium fluorescence, agonist mode; stronger effect = higher value. Q96LB2. B-score at 10 µM. AID 588627. 310,000 tested, 0.44% active;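 active = calcium response B-score plate-corrected fluorescence ratio at least 3 library SD, with starting fluorescence B-score inside 5 SD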
#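 Test system: HEK293 cells stably expressing human MrgX1 receptor; amount: 15,000 cells per well; doses: compound delivered in addition one of three; times: overnight plating before 1 h dye loading; detection: Fluo-4 NW calcium-flux fluorescence, kinetic read; read-out basis: B-scored fluorescence response ratio; controls: positive and negative controls per plate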
# MrgX1 antag – human MrgX1 receptor antagonism, primary screen; MRGX1-HEK293 calcium flux, Fluo-4, BAM8-22 antagonism; stronger effect = lower value; B-score at 10 µM; 310,000 tested, 1.3% active;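 active = calcium-response B-score plate-corrected more than 3 library SD below zero, starting fluorescence within 5 deviations, no agonist response on first addition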;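 also: peak minus trough fluorescence over baseline after final BAM8-22 challenge near maximal dose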
# SKKanGAS inh – SKKanGAS growth inhibition | S. pyogenes SKKanGAS, kanamycin growth, BacTiter-Glo, 6 h | inhibition, % at 7.5 µM | 300,000 tested, 1.3% active | AID 1662;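 active = mean replicate score, as percent of positive control median, at least 50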;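 also: strain carries kanamycin resistance gene driven by streptokinase promoter and grows in 40 µg/ml kanamycin; loss of luminescence reflects streptokinase promoter inhibition or plain growth inhibition; 0% = median of DMSO wells and 100% = positive control at its reference dose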
# TRPC6 inhibitor – mouse TRPC6 channel inhibition | Q61143 | HEK293-TRPC6, membrane potential dye, ACh-evoked depolarization; stronger effect = lower value | B-score at 10 µM | 310,000 tested, 1.1% active | AID 2553;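 active = B-score under library mean minus 3 SD, initial fluorescence not abnormally high, positive integrated signal ratio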;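 also: B-score derived from integrated fluorescence ratio over the kinetic read; more negative B-score means stronger inhibition of depolarization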
# ANO1 block – inhibitors of mouse TMEM16A calcium-activated chloride channel; 310,000 tested, 1.2% active; AID 588511; normalized B-score (activity score, 25-100; higher = stronger inhibition) at 10 µM; Q8BHY3; HEK293 TMEM16A/YFP iodide influx fluorescence, ionomycin;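 active = ratio plate-corrected score three or more library SD toward inhibition, starting fluorescence score within five deviations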;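 also: score derived from kinetic fluorescence span divided by baseline fluorescence per well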
# TRPC6 act – mouse TRPC6 channel activation | Q61143 | HEK293-TRPC6 membrane potential dye fluorescence; stronger effect = higher value | B-score at 10 µM | 310,000 tested, 0.13% active | AID 2550;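 active = B-score of the integrated fluorescence ratio above library mean plus 3 SD, and starting fluorescence ratio within library mean plus 5 SD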;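 also: higher score means more depolarization so channel activation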
# TRPC4 inh – TRPC4 (mouse) channel inhibition; B-score at 10 µM; Q9QUQ5; 300,000 tested, 0.39% active; AID 2247; HEK293 TRPC4beta/mu-opioid, DAMGO-evoked Fluo4 calcium flux; stronger effect = lower value;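 active = B-score over 3 SD under the library average, no early fluorescence shift, positive overall ratio signal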
#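 Signal: kinetic Fluo4 fluorescence imaging of calcium influx. Material: stable TRPC4beta/mu-opioid receptor HEK293 cells. Probe or stimulus: DAMGO in two steps, submaximal then maximal.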
# * marks the source's active call; other numbers are inactive results; i = inactive; nt = not tested or not shown.
# Each structure is followed by: ANO1 activ, TRPC4 PAM, TRPC4 act, MrgX1 PAM, MrgX1 ag, MrgX1 antag, SKKanGAS inh, TRPC6 inhibitor, ANO1 block, TRPC6 act, TRPC4 inh
CC(C)c1ccccc1NC(=O)c1ccc(CN(c2ccccc2)S(=O)(=O)c2ccccc2)cc1
    nt, i, i, i, i, i, -2, i, i, i, i
COc1ccc(OCCNC(=S)Nc2cccc3ccccc23)cc1
    i, i, i, i, i, i, 0, i, i, i, i
CC1(C)CC2CC(C)(CN2C(=O)COc2cccc3ccccc23)C1 (stereo not given)
    nt, i, i, i, i, i, 16, i, i, i, i
O=C(c1cccs1)N1CCCC(N2CCN(c3ccc(F)cc3)CC2)C1 (stereo not given)
    i, i, i, i, i, i, 5, i, i, i, i
COc1cccc(NC(=O)c2ccc3c(c2)C(=O)N(CC2CCCO2)C3=O)c1 (stereo not given)
    i, i, i, i, i, i, 6, i, i, i, i
Nc1nc2c(ncn2COC(CO)CO)c(=O)[nH]1
    i, i, i, i, i, i, 2, i, i, i, i
Cc1cc2oc(=O)cc(CN3CCOCC3)c2cc1C(C)C
    i, i, i, i, i, i, 4, i, i, i, i
O=C(NNc1c(F)c(F)cc(F)c1F)c1ccc(Cl)nc1
    i, i, i, i, i, i, -14, i, i, i, i
O=C(Nc1ccc(Nc2ccccc2)cc1)c1ccc(Br)o1
    i, 13*, i, i, i, i, 17, i, i, i, i
CCc1[nH]nc2c1C(Cc1ccccc1)C(C#N)=C(N)O2 (stereo not given)
    i, i, i, i, i, i, 6, i, i, i, i
Cc1cc(NC(=O)c2ccc(S(=O)(=O)N(C)C)cc2)no1
    i, i, i, i, i, i, -10, i, i, i, i
CC(C)=C1C2C=CC1C(C(=O)Nc1cccc(C)c1)C2C(=O)O (stereo not given)
    i, i, i, i, i, i, -4, i, i, i, i
O=C(CSc1nnc(-c2ccncc2)n1Cc1ccco1)Nc1cccc(O)c1
    i, i, i, i, i, i, 1, i, i, i, i
O=C(NCCCN1CCOCC1)c1ccc(NS(=O)(=O)c2cccc([N+](=O)[O-])c2)cc1
    i, i, i, i, i, i, 3, i, i, i, i
COc1cc(/C=N/NC(=O)c2ccncc2)ccc1Oc1ccc([N+](=O)[O-])cn1
    i, i, i, i, i, i, 5, i, i, i, i
COc1cccc(N=C2SC(C(=O)Nc3ccccc3F)CC(=O)N2C)c1 (stereo not given)
    nt, i, i, i, i, i, -16, i, i, i, i
COc1ccc(OCC(=O)OC(C)CN2CCCCC2)cc1 (stereo not given)
    i, i, i, i, i, i, -3, i, i, i, i
CCOC(=O)c1sc2nc(C)nc(N3CCN(c4ncccn4)CC3)c2c1C
    i, i, i, i, i, i, 2, i, i, i, i
CCc1cccc(OCCCCNCCCOC)c1
    i, i, i, i, i, i, 7, i, i, i, i
CC(C)CNC1=CC(=O)CC(c2ccco2)C1 (stereo not given)
    i, i, i, i, i, i, 6, i, i, i, i
Cc1c(NC(=O)c2ccccc2NC(=O)c2ccccc2)cccc1C(=O)O
    i, i, i, i, i, i, 0, i, i, i, i
COc1ccc(Oc2c(C=O)c3ccccc3n2C)cc1
    i, i, i, i, i, i, 10, i, i, i, i
C/C(=N\n1c(C)nc2ccccc2c1=O)c1ccc(C)o1
    i, i, i, i, i, i, 34, i, i, i, i
Cc1cc(C)c(N2CCN(S(=O)(=O)N3CCCCCC3)CC2)c(C)c1
    -22*, i, i, i, i, i, 28, i, 25*, i, i
CCOc1ccc(C(=O)CCCC(=O)c2ccc(OCC)cc2)cc1
    i, i, i, i, i, i, 1, i, i, i, i
CCc1cccc(Nc2cc(C)nc3ncnn23)c1
    i, i, i, i, i, i, -8, i, i, i, i
COc1ccccc1NC(=O)CC1COc2ccccc2O1 (stereo not given)
    i, i, i, i, i, i, -1, i, i, i, i
O=C(OCCOc1ccc(Br)cc1)c1cnccn1
    i, i, i, i, i, i, 1, i, i, i, i
CC(=O)Nc1ccc(SCC(=O)OCC(=O)NC(=O)NC2CCCC2)cc1
    i, i, i, i, i, i, -22, i, i, i, i
O=C1/C(=C/c2ccc(Br)cc2)Oc2cc(O)ccc21
    i, i, i, i, i, -9.7*, 5, i, 100*, i, i
COCCn1c(C)cc(C(=O)CSc2nc3ccccc3c(=O)[nH]2)c1C
    i, i, i, i, i, i, 10, i, i, i, i
Cc1cc(=O)oc2cc(OCC(=O)N3CCCC(C)C3)ccc12 (stereo not given)
    i, i, i, i, i, i, -1, i, i, i, i
CCCCOc1ccc(C(=O)Nc2ccc(CN3CCOCC3)cc2)cc1
    i, i, i, i, i, i, -1, i, i, i, i
CCc1nnc(NS(=O)(=O)c2ccc(NC(=O)COc3ccc(Cl)c(C)c3)cc2)s1
    i, i, i, i, i, i, 16, i, i, i, i
N=c1sccn1CC(=O)Nc1ccccc1Sc1ccccc1
    i, i, i, i, i, i, -4, i, i, i, i
COc1ccc(N2CCN(C(c3cccs3)C(C)NC(=O)C(=O)N3CCCC3)CC2)cc1 (stereo not given)
    i, i, i, i, i, i, -3, i, i, i, i
Cc1[nH]c(=O)[nH]c(=O)c1S(=O)(=O)N1CCCC(C(=O)N2CCN(c3ccccc3Cl)CC2)C1 (stereo not given)
    i, i, i, i, i, i, -3, i, i, i, i
Cc1cc(C)c2c(n1)SCC(=O)N2CC(=O)Nc1ccc(F)cc1
    i, i, i, i, i, i, -2, i, i, i, i
COc1cc(-c2csc(N3CCOCC3)n2)cc(OC)c1OC
    i, i, i, i, i, i, -2, i, i, i, i
Cc1nc2c(ccc3c2ccc2nc(C)sc23)s1
    nt, i, i, i, i, i, -2, i, i, i, i
Cc1onc(-c2ccccc2)c1C(=O)N1CCN(C/C=C/c2ccccc2)CC1
    i, i, i, i, i, i, -4, i, i, i, i
C=CCOc1ccc(C2NC(=S)NC(c3ccccc3)=C2C(C)=O)cc1OC (stereo not given)
    i, i, i, i, i, i, -2, i, i, i, i
CSCC[C@H](NC(=O)OC(C)(C)C)c1nnc(SCC(=O)N(C)C)o1
    i, i, i, i, i, i, 2, i, i, i, i
CC(C)C[C@H](N)c1cn([C@@H](Cc2ccc(O)cc2)C(=O)N2CCNCC2)nn1
    i, i, i, i, i, i, 0, i, i, i, i
O=C(CCCNS(=O)(=O)c1ccc(Br)cc1)N1CC[C@@]2(O)CCCC[C@H]2C1
    i, i, i, i, i, i, -3, i, i, i, i
CCOc1cc(C(=O)N2CCN(C/C=C/c3ccccc3)CC2)cc(OCC)c1OCC
    i, i, i, i, i, i, -5, i, i, i, i
CCOc1ccc(N2CC(C(=O)Nc3c(C)n(C)n(-c4ccccc4)c3=O)CC2=O)cc1 (stereo not given)
    i, i, i, i, i, i, -4, i, i, i, i
CC1=C(C#N)C(c2cccnc2)C2=C(N1)c1ccccc1C2=O (stereo not given)
    i, i, i, i, i, i, -18, i, i, i, i
CN(C)CCCn1cnc2c1c(=O)[nH]c(=O)n2Cc1ccccc1
    i, i, i, i, i, i, 2, i, i, i, i
Cc1cc(-c2ccccc2)nc2cc(C(=O)NCCCn3ccnc3)nn12
    i, i, i, i, i, i, 4, i, i, i, i
Cn1ncc(Br)c1C(=O)Nc1ccc(Br)cn1
    i, i, i, i, i, i, -7, i, i, i, i
Cc1noc(C)c1CSc1ncnc2sc3c(c12)CCCCC3
    i, i, i, i, i, i, 4, i, i, i, i
COc1ccc(C=O)cc1CN1CCCN(Cc2ccccc2F)S1(=O)=O
    i, i, i, i, i, i, 10, i, i, i, i
Cn1nnnc1SCCNC(=O)C1CCC(=O)N(CCc2cccc(F)c2)C1 (stereo not given)
    i, i, i, i, i, i, -11, i, i, i, i
O=C(/C=C/c1ccc(Cl)cc1)NC(=S)Nc1ccc(NC(=O)c2ccco2)cc1
    i, i, i, i, i, i, 4, i, i, i, i
CC1(C)Cc2c(sc(NC(=O)C3CC(Cl)=CCC3C(=O)O)c2C#N)CO1 (stereo not given)
    i, i, i, i, i, i, 5, i, i, i, i
CC1CN(C(=O)Cc2ccc(-c3ccccc3)cc2)CC(C)O1 (stereo not given)
    i, i, i, i, i, i, -2, i, i, i, i
CCn1nc(C(C)C(=O)O)c2ccccc2c1=O (stereo not given)
    i, i, i, i, i, i, -1, i, i, i, i
CC(=O)/C(N=Nc1cccc(C(F)(F)F)c1)=C(\C)O
    i, i, i, i, i, i, -17, i, i, i, i
Cc1ccc(NC(=O)CCS(=O)(=O)c2cc3c(cc2Cl)NC(=O)CO3)cc1
    i, i, i, i, i, i, 9, i, i, i, i

# Additional results follow.
# Each structure is followed by: ANO1 activ, TRPC4 PAM, TRPC4 act, MrgX1 PAM, MrgX1 ag, MrgX1 antag, SKKanGAS inh, TRPC6 inhibitor, ANO1 block, TRPC6 act, TRPC4 inh
CC(C)C(C(=O)Nc1ccc(N2CCOCC2)cc1)N1C(=O)c2ccccc2C1=O (stereo not given)
    i, i, i, i, i, i, 4, i, i, i, i
CCCN(C(=O)CCNC(=O)Cn1cnc2ccccc2c1=O)c1cccc(C)c1
    i, i, i, i, i, i, 3, i, i, i, i
CN1CCN(CC(O)c2ccccc2)CC1 (stereo not given)
    nt, i, i, i, i, i, 1, i, i, i, i
O=C(CN1CCN(c2nc(-c3ccc(F)cc3)cs2)CC1)Nc1ccc2c(c1)OCO2
    i, i, i, i, i, i, 18, i, i, i, i
O=c1cnnc(N/N=C/c2cccs2)[nH]1
    i, i, i, i, i, i, -2, i, i, i, i
Cc1c(CN(C)C(=O)/C=C/c2ccc([N+](=O)[O-])cc2)cnn1C
    i, i, i, i, i, i, 6, i, i, i, i

# A draw from above in order of SMILES length, rising.
# Each structure is followed by: ANO1 activ, TRPC4 PAM, TRPC4 act, MrgX1 PAM, MrgX1 ag, MrgX1 antag, SKKanGAS inh, TRPC6 inhibitor, ANO1 block, TRPC6 act, TRPC4 inh
CN1CCN(CC(O)c2ccccc2)CC1 (stereo not given)
    nt, i, i, i, i, i, 1, i, i, i, i
CCCN(C(=O)CCNC(=O)Cn1cnc2ccccc2c1=O)c1cccc(C)c1
    i, i, i, i, i, i, 3, i, i, i, i
O=C(CN1CCN(c2nc(-c3ccc(F)cc3)cs2)CC1)Nc1ccc2c(c1)OCO2
    i, i, i, i, i, i, 18, i, i, i, i
